TEAD-YAP inh: TEAD-YAP interaction inhibition; HEK-TIYL cells, TEAD-Gal4/YAP UAS-luciferase luminescence; inhibition, % at 9.12 µM; 640,000 tested, 1.4% active; AID 1259422; in the data active = inhibition above about 32%;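 also: 0% = median of test compound wells and 100% = reference inhibitor wells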
MITF inh: human MITF inhibition, primary screen. O75030. AlphaScreen MITF homodimerization, bead proximity signal. inhibition, % at 2.6 µM. 650,000 tested, 0.91% active; in the data active = inhibition above about 50%;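 also: 0% = vehicle wells with protein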
Target sequence (O75030 whole entry, looked up): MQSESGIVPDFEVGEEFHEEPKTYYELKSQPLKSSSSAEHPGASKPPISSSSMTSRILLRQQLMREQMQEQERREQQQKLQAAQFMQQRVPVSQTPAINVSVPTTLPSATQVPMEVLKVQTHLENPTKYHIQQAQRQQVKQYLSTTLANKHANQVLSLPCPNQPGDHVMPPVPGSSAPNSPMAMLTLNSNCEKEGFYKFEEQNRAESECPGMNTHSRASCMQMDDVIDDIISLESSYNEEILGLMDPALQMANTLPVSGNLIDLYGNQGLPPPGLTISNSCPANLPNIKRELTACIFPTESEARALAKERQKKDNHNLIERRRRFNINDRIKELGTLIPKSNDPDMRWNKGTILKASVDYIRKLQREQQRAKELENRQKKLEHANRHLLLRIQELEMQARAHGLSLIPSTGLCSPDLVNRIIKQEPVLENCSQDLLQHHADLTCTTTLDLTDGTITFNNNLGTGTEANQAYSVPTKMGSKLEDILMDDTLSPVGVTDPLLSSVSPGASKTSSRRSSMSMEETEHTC
FBW7 activator: activators of human E3 ligase FBW7 | normalized activity (activation), % at 26.1 µM | Q969H0 | AlphaScreen FBW7–phospho-cyclin E peptide binding, activator screen | 650,000 tested, 0.13% active; in the data active = normalized activity above about 1.9%;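 also: purified mutant Fbw7 with reduced substrate affinity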
GPR151 activ: activates the human receptor GPR151; Q8TDV0; PathHunter beta-arrestin GPR151 cells, luminescence; activation, % at 11.2 µM; 650,000 tested, 1% active; in the data active = activation above about 4.9%;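 also: 0% = median of compound wells and 100% = cells with positive control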
Target sequence (Q8TDV0 whole entry, looked up): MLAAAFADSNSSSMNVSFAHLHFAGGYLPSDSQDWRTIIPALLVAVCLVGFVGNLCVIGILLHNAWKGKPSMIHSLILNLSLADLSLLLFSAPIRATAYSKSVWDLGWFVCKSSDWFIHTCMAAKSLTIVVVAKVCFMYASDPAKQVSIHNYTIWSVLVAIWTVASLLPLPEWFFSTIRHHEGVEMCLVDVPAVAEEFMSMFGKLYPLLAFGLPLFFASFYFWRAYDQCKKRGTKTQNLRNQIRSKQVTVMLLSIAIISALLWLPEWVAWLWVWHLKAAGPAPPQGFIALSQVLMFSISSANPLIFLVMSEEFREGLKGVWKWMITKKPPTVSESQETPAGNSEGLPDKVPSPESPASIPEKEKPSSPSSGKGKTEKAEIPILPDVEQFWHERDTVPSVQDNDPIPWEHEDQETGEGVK
Numbers without * were called inactive; & = joins results of further samples.

SMILES	TEAD-YAP inh	MITF inh	FBW7 activator	GPR151 activ
Cc1nc2cc(-c3ccccc3)nn2c(C)c1CC(=O)O	-27	5	-0.1	-6.6
CN1CCN(C(=O)/C=C/c2ccc(F)cc2)CC1	-9	-2	0.0	-1.3
COc1ccc2nc(-c3ccccc3)cc(C(=O)NN)c2c1	3	9	0.2	3.6
O=C(N/N=C/c1cc(I)ccc1O)c1cncc(Br)c1	20	3	-0.2	-1.6
COc1cc2c(cc1OC)n(CC(=O)NCCc1ccccc1)n1c(C)cc(=O)nc21	1	-5	0.0	-0.6
COc1ccc(CC(=O)O/N=C(\N)c2ccc(Br)cc2)cc1OC	-12	-14	-0.2	-1.0
CN(C)C(=O)CSc1nnc2n(CC(=O)NC3CCCCC3)c3ccccc3n12	8	11	1.5	-0.6
CCCNC(=O)c1c(-c2ccccc2)noc1C	3	-14	-0.2	0.0
COc1ccccc1CNC(=O)c1cnn2c(C)c(Cc3ccccc3C)c(C)nc12	2	10	0.3	-0.1
COc1cc(Nc2nc(Nc3ccccc3)c3ncn(C(C)C)c3n2)cc(OC)c1OC	-31	12	-0.1	-0.5
CCC(C)c1ccccc1NC(=O)COC(=O)c1ccc(NC(N)=O)cc1 (configuration not stated)	0	-10	-0.1	1.4
CCCN=C1NC(=O)C(CC(=O)Nc2ccccc2Cl)S1 (configuration not stated)	2	17	0.1	-0.8
COc1ccc(CNS(=O)(=O)c2cn(C)c(=O)n(C)c2=O)cc1	-6	-3	-0.3	-0.3
N#Cc1ccc(S(=O)(=O)Nc2ccccc2CO)cc1	-4	-10	0.0	-1.1
Cc1cccc(C)c1N=C1S/C(=C\c2ccc(OCc3ccc(Cl)cc3Cl)cc2)C(=O)N1c1ccccc1	0	7	-0.1	0.6
CCOc1cc(C2C=C(c3cccc(C)c3)Nc3nnnn32)ccc1OC(F)F (configuration not stated)	3	9	0.0	-1.7
COc1cc(NS(=O)(=O)c2cc(Br)cnc2N)cc(OC)c1	-1	3	-0.1	0.0
Cc1ccc(NC(=O)C(C)NC(=O)C2OC3OC(C)(C)OC3C3OC(C)(C)OC23)cc1 (configuration not stated)	-2	13	0.3	-0.7
O=C(/C=C/c1ccccc1)OCCN1C(=O)c2cccc3c(N4CCCCC4)ccc(c23)C1=O	-8	8	0.2	0.0
Cc1cccc(NC(=O)c2ccc(F)c(S(=O)(=O)N3CCCCCC3)c2)c1	-13	-1	0.1	-0.2
O=C(Nc1cnc2ccccc2c1)c1cccc(F)c1	36*	-3	0.1	-1.0
OC(COc1cccc2ccccc12)CN1CCOCC1 (configuration not stated)	3	-4	0.0	0.5
O=C(Cc1cn(-c2ccc(Nc3ccc4ncccc4c3)nn2)c2ccccc12)NCc1nc2ccccc2[nH]1	3	19	-0.1	-1.9
COCCN1C(=O)C=C(Nc2cccc(OC)c2)C1=O	-8	-4	-0.1	0.7
O=C(NCCOc1ccccc1)C(O)(c1ccccc1)c1ccccc1	2	-12	-0.1	0.6
(listing goes on)
SMILES	TEAD-YAP inh	MITF inh	FBW7 activator	GPR151 activ
CN(C)C(=O)COc1ccc2c3c(c(=O)oc2c1)CCCC3	9	10	-0.2	-0.7
O=C1NCCNC1CC(=O)N1CCN(c2ccccc2)CC1 (configuration not stated)	-5	-10	0.1	-0.3
COc1ccc(NC(=O)C2C3NC(=S)N(c4ccc(F)cc4)C2(C)Oc2ccc(OC)cc23)cc1 (configuration not stated)	10	22	-0.9	0.7
COc1ccccc1CNC(=O)c1cnn2c(C)c(Cc3ccc(C)cc3)c(C)nc12	-4	-7	-0.2	5.6*
O=S(=O)(c1ccc(-c2ccc(S(=O)(=O)N3CCCC3)cc2)cc1)N1CCCC1	1	-3	-0.2	0.2
COC(=O)c1sc(=S)n(-c2cccc(C(F)(F)F)c2)c1N	6	16	0.0	3.1
CCN(CCC(=O)Nc1cc(OC)cc(OC)c1)Cc1ccccc1	0	14	-0.3	-1.1
CCN(CC)CCOC(=O)C1(C2CCCCC2)CCCCC1	-17&-6	-2&-3&10&22	0.1&-0.2&0.0&0.1	0.1&4.5&0.1&0.9
Cc1ccc(/C=C2\N=C(c3c(-c4ccccc4)noc3C)OC2=O)cc1	1	17	0.1	-1.1
NC(=O)c1ccc(-c2cncc(C(=O)NC3CCN(Cc4ccccc4)CC3)c2)cc1	-1	24	0.3	1.2
CCOc1ccc(-c2cccc(NC(=O)c3ccccc3)c2)nn1	-10	14	0.4	-0.8
CC1CN(c2nc(-c3cccnc3)nc3ccccc23)CC(C)O1 (configuration not stated)	20	1	-0.1	-0.3
COc1ccc2cc3c(N)c(C(=O)Nc4ccccc4N4CCOCC4)sc3nc2c1	-8	1	-0.1	1.8
Cc1ccc(N2C(=O)c3ccc(C(=O)OCC(C)C)cc3C2=O)cc1	2	16	0.5	0.3
CCn1c(C(O)c2ccccc2OC)nc2ccccc21 (configuration not stated)	3	9	0.1	-0.7
CCOc1ccc(N2C(=O)C3C(C2=O)C2C=CC3C23CC3)cc1 (configuration not stated)	8	12	0.0	1.2
COc1ccc(OC)c(NC(=O)CN2C(=O)CC(c3ccccc3)Sc3ccccc32)c1 (configuration not stated)	0	-3	0.6	-2.0
COc1ccc(CCNC(=O)CSc2nnc(-c3cccc(F)c3)n2-c2ccccc2)cc1OC	14	-10	-0.1	-0.9
CC1(C)C[C@@H]2C[C@@](C)(CN2C(=O)Cn2cc(NC(=O)c3ccsc3)cn2)C1	-5	3	-0.1	-0.5
CC1(C)CC(=O)C(C(=O)c2ccccc2)=C(N2CCCC2)C1	4	7	0.1	0.0
CC(C)CCNC(=O)c1ccc(Cn2nnc3ccccc3c2=O)cc1	12	-4	0.1	1.0
O=C(CNc1ccccc1)N/N=C/c1cc(Br)cc(Br)c1O	11	6	0.0	1.3
CCOC(=O)C(=O)NCC1(c2ccccc2)CCCC1	6	10	0.1	0.2
CCOc1ccc(-n2nc(C(=O)NCCC3=CCCCC3)c3ccccc3c2=O)cc1	9	-6	0.1	0.7
Cc1c(C(=O)Nc2ccc(C(C)C)cc2)sc2ncn(CC(=O)N3CCOCC3)c(=O)c12	-17	15	0.1	0.1
Remaining list, next part.
SMILES	TEAD-YAP inh	MITF inh	FBW7 activator	GPR151 activ
CC1CCN(C(=S)c2ccc([N+](=O)[O-])cc2)CC1	8	-1	0.0	2.1
CCOC(=O)N1CCN(c2cc(-c3ccccc3)ncn2)CC1	-14	7	0.1	1.7
COc1ccc(OCC(O)CN2CCN(Cc3ccc4c(c3)OCO4)CC2)cc1 (configuration not stated)	-1	5	-0.1	-0.9
COc1ccc(C2CC(=O)NC3=C2C(=O)CC(C)(C)C3)c(OC)c1 (configuration not stated)	2	12	0.1	-1.0
CCOc1ccc(-n2cc(C(=O)Nc3cc(Cl)c(OC)cc3OC)c3cc(OC)c(OC)cc3c2=O)cc1	-14	3	0.2	-0.5
Cc1cccc(C)c1-n1c(C)cc(C(=O)C(=O)Nc2nccs2)c1C	-19	5	-0.4	1.0
O=C(N/N=C/c1ccccc1F)C(=O)N1CCCCCC1	-4	1	0.7	0.0
O=C(O)CN(CC(=O)Nc1ccccc1)S(=O)(=O)c1ccc(Br)cc1	1	0	0.1	-0.6
COCCn1c(C)cc2c(c1=O)C(c1ccccc1)C(C(=O)OC)=C(N)O2 (configuration not stated)	1	15	0.0	-1.1
CS(=O)(=O)c1ccc(-c2cn3cc(C(=O)O)ccc3n2)cc1	7	7	-0.1	-8.9
Cc1cccc(N(CC(=O)N2CCCCCC2)S(C)(=O)=O)c1	8	13	0.6	0.6
CC1CN(CC(=O)N2CCc3sccc3C2)Cc2cc(Cl)ccc2O1 (configuration not stated)	-2	16	0.1	2.2
CCc1nnc(NC(=O)C2CCCN2C(=O)NCc2ccccc2)s1 (configuration not stated)	-6	-11	0.3	-0.6
O=C(c1cc2c(s1)-c1ccccc1SC2)N1CCCC1	-67	11	0.2	-2.2
N/C(Cc1cccs1)=N\OC(=O)COc1ccc(Br)cc1Cl	-44	-12	0.0	0.4
COc1cccc(NC2=C(Cl)C(=O)c3ccccc3C2=O)c1	-22	16	-0.7	0.0
CN1C(=O)CSc2ccc(NC(=O)NCc3ccc(Cl)cc3)cc21	-5	-4	0.0	-0.4
CN(C(=O)Cn1ncc2c(=O)oc3ccccc3c21)C1CCCCC1	-3	-1	-0.2	0.2
c1ccc(Oc2cccc(Oc3ccccc3)c2)cc1	-4	2	-0.1	1.5
CCCc1[nH]n(-c2ccc(F)cc2)c(=O)c1C=NCCN1CCN(C(=O)C23CC4CC(CC(C4)C2)C3)CC1	-6	-5	0.0	0.6
CC1(C)Cc2ccccc2-c2nc(=O)[nH]c(=O)n21	-10	-2	-0.1	-1.7
CCCCCN(C(=O)NC(=O)Nc1cccc2ccccc12)S(C)(=O)=O	3	0	0.2	0.5
Cc1c(C(=O)N2CCC(C)CC2)sc2ncn(CC(=O)N3CCOCC3)c(=O)c12	0	10	0.0	-0.9
CCOc1ccc(NC(=O)C2C3C=CC4(O3)C2C(=O)N(C2CCCCC2C)C4C(=O)NC2CCCCC2)cc1 (configuration not stated)	19	4	0.4	-1.7
COc1ccc(S(=O)(=O)NCC2CCCN(C(=O)c3ccsc3)C2)cc1 (configuration not stated)	9	10	0.0	0.9
(cont.)
SMILES	TEAD-YAP inh	MITF inh	FBW7 activator	GPR151 activ
O=C1C=CC(=O)C(c2cc(C(F)(F)F)ccc2Cl)=C1	-7	10	-0.1	0.3
CC(C)CNC(=O)c1cc(S(=O)(=O)N2CCCC2)c(Cl)cc1Cl	5	17	0.1	-2.8
CC(C)CC(=O)N(Cc1ccccc1)c1ccccn1	0	-4	0.0	-2.3
O=C(NCCN1CCOCC1)c1nn2c(C(F)(F)F)cc(-c3ccccc3)nc2c1Br	6	21	0.4	1.7
CCC(C(=O)O)N1C(=O)/C(=C/C=C/c2ccco2)SC1=S (configuration not stated)	6	37	-1.5	0.2
O=C(CSc1nnnn1C1CCCCC1)N1CCOCC1	-1	14	0.1	0.4
O=C(CCS(=O)CCC(=O)NCc1ccccc1)NCc1ccccc1	-3	9	0.2	0.5
COc1cc2ccccc2cc1C(=O)Nc1cccc(-c2nc3cc(C)c(C)cc3o2)c1C	11	-10	-0.2	-0.1
Cc1cc(C)n(C(=O)c2cccc(S(=O)(=O)N3CCCC3)c2)n1	3	10	0.2	-0.5
CC(=O)Nc1ccccc1Sc1ccc2c3c(cccc13)C(=O)N(c1ccc(C)c(C)c1)C2=O	-3	18	0.9	0.0
NC(=O)C1(N2CCCCC2)CCN(CC(=O)Nc2ccc(F)c(Cl)c2)CC1	-6	5	-0.1	-1.4
O=C(Nc1ccc(Br)cc1)c1ccc(F)c(S(=O)(=O)N2CCc3ccccc3C2)c1	-2	6	0.1	-0.6
O=C(NCC1CCCN(C2CCC2)C1)c1cccc2ccccc12 (configuration not stated)	7	7	0.1	0.3
COc1ccc(Cl)cc1NC(=O)C(C)N(c1ccc(Cl)cc1)S(C)(=O)=O (configuration not stated)	4	25	-0.1	-0.3
CCCc1cc(=O)[nH]c(SCC(=O)N2CCC(C(=O)OCC)CC2)n1	-11	10	0.2	-1.0
CC1CCc2c(sc3c2C(=O)NC(c2ccc([N+](=O)[O-])s2)N3)C1 (configuration not stated)	13	5	-0.1	1.7
O=[N+]([O-])c1ccc2nc(CSc3ncn[nH]3)[nH]c2c1	-9	8	0.6	-1.1
CSc1nnc(CCNC(=O)N(c2ccccc2)c2ccccc2)n1C	7	7	0.0	-1.1
O=C(Nc1nc(-c2cccc3ccccc23)cs1)c1ccco1	-13	1	0.1	2.7
CC(C)Cn1c(Cc2ccccc2)nc2ccccc21	-4	1	-0.1	-1.4
CCOC(=O)c1sc(NC(=O)c2cccs2)c(C#N)c1C	2	0	0.2	-0.4
COc1cc(CN2CCc3nnc(CNC(=O)C4CCOC4)n3CC2)cc(OC)c1 (configuration not stated)	4	2	0.1	0.3
Cc1ccc2c(c1)-c1c(ssc1=S)C(C)(C)N2C(=O)C(C)N1C(=O)c2ccccc2C1=O (configuration not stated)	-10	-2	0.0	0.6
CC(=O)Nc1ccc(CN2CCc3c(nc(N4CCOCC4)[nH]c3=O)C2)cc1	-2	-1	-0.2	0.5
O=C(CCOc1ccccc1)NCC1OCCc2ccccc21 (configuration not stated)	5	-14	0.0	-1.1
Nc1nc(SCc2nc3ccccc3s2)n[nH]1	-17	13	0.8	0.0
NC(=S)N1N=C(c2ccc(Cl)cc2)CC1c1ccco1 (configuration not stated)	-3	1	-0.2	0.4

Already shown: six of the compounds above.
SMILES	TEAD-YAP inh	MITF inh	FBW7 activator	GPR151 activ
O=C1C=CC(=O)C(c2cc(C(F)(F)F)ccc2Cl)=C1	-7	10	-0.1	0.3
CC(C)CNC(=O)c1cc(S(=O)(=O)N2CCCC2)c(Cl)cc1Cl	5	17	0.1	-2.8
CC(C)CC(=O)N(Cc1ccccc1)c1ccccn1	0	-4	0.0	-2.3
O=C(NCCN1CCOCC1)c1nn2c(C(F)(F)F)cc(-c3ccccc3)nc2c1Br	6	21	0.4	1.7
CCC(C(=O)O)N1C(=O)/C(=C/C=C/c2ccco2)SC1=S (configuration not stated)	6	37	-1.5	0.2
O=C(CSc1nnnn1C1CCCCC1)N1CCOCC1	-1	14	0.1	0.4

5 entries from above in a different format.
Values run as follows: TEAD-YAP inh	MITF inh	FBW7 activator	GPR151 activ
> O=C(NCCN1CCOCC1)c1nn2c(C(F)(F)F)cc(-c3ccccc3)nc2c1Br
 : 6	21	0.4	1.7
> CCC(C(=O)O)N1C(=O)/C(=C/C=C/c2ccco2)SC1=S (configuration not stated)
 : 6	37	-1.5	0.2
> O=C(CSc1nnnn1C1CCCCC1)N1CCOCC1
 : -1	14	0.1	0.4
> O=C(CCS(=O)CCC(=O)NCc1ccccc1)NCc1ccccc1
 : -3	9	0.2	0.5
> COc1cc2ccccc2cc1C(=O)Nc1cccc(-c2nc3cc(C)c(C)cc3o2)c1C
 : 11	-10	-0.2	-0.1
